Runt-CBFb FRET – inhibitors of human RUNX1 Runt domain binding to CBFb; Q01196+Q13951; Cerulean-Runt/Venus-CBFb FRET ratio 530/480, 1 h; inhibition, % at 20 µM; 220,000 compounds, 0.46% hits;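 active means inhibition over about 50% at 20 µM in the single-dose screen, limit read from the data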;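 further: 0% = DMSO wells and 100% = excess unlabeled CBFb competitor control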
Target sequence (Q01196 whole entry, looked up, the tested form may be a part): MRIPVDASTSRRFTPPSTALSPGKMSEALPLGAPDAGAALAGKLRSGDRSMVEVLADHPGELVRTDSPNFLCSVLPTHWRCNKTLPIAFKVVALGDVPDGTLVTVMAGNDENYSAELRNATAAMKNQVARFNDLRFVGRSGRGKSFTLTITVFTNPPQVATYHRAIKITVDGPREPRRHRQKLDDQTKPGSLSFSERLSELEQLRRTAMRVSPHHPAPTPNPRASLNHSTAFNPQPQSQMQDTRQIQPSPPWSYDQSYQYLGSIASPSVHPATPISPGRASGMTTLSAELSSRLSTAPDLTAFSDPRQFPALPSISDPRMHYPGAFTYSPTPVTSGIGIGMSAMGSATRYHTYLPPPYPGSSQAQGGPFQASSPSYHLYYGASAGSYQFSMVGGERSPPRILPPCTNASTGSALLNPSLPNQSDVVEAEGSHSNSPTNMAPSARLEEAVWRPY
Target sequence (Q13951 whole entry, looked up, the tested form may be a part): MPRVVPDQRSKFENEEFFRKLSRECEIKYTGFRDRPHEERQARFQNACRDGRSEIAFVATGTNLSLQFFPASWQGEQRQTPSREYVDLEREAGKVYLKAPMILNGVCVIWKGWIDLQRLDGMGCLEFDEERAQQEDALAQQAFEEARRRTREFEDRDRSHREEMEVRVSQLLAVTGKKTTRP
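Assay system: Cerulean-tagged RUNX1 Runt domain (FRET donor) fusion protein / Amount: 100 nM each of Venus-CBFb and Cerulean-Runt domain / Medium: Tris buffer pH 7.5 with salts and BSA / Also added: Venus-CBFb 100 nM / Schedule: 1 h complex formation plus 1 h compound treatment, room temperature / Signal: FRET fluorescence / Read-out: loss of energy transfer signal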
Ba/F3 V617F tox – reduce viability of Ba/F3 cells dependent on JAK2V617F | Ba/F3 EpoR-JAK2V617F viability, ATP luminescence | inhibition, % at 5.6 µM | 220,000 compounds, 1.1% hits | AID 1446;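 active means inhibition above the campaign mean plus 3 SD over all tested compounds, cut at about 24% in these data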;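 further: cytokine-independent growth of Ba/F3 cells driven by EpoR plus mutant JAK2; 0% = DMSO-treated cells and 100% = JAK inhibitor I control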
BaF3 parental – parental Ba/F3 viability inhibition as JAK2V617F counter-screen | inhibition, % at 5.6 µM | CellTiter-Glo ATP luminescence | 220,000 compounds, 1.1% hits;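 active means inhibition above a per-campaign cutoff, the mean inhibition of all tested compounds plus 3 SD, cut at about 27% in these data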;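 further: 0% = DMSO wells and 100% = JAK Inhibitor I control wells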
RBBP9 inhibitor – human RBBP9 hydrolase inhibition; recombinant RBBP9, FP-Rh probe fluorescence polarization; inhibition, % at 7.94 µM; 220,000 compounds, 0.2% hits;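 active means inhibition above the campaign mean of all tested compounds plus 3 SD, cut at about 14% in these data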;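 further: plate controls were DMSO wells with RBBP9 for no effect and wells lacking RBBP9 protein for full effect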
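System: RBBP9 protein | Quantity: 2.5 µM RBBP9 dispensing solution, before mixing | Reagent: FP-Rh probe, 375 nM dispensing solution | Timing: Enzyme-compound preincubation 30 min, then probe labeling 45 min, 25 °C | Measured by: Fluorescence polarization | Read-out: % inhibition | Replication: One well per compound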
S1P4 antagonist – blocks the human S1P4 receptor | 220,000 compounds, 0.26% hits | inhibition, % at 4.98 µM | S1P4-expressing cells, antagonist mode, reporter read-out | AID 1510 | O95977; in the data active means inhibition above about 29%;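 further: 0% = wells stimulated with agonist and 100% = vehicle wells without agonist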
NPY-Y1 PAM-ag – human NPY-Y1 potentiation or agonism, primary screen. activation, % at 3.6 µM. P25929. AID 1304. NPY-Y1 expressing cells, potentiator/agonist activation. 220,000 compounds, 0.37% hits; in the data active means activation above about 33%, passing the limit was not always enough;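 further: cells stimulated with NPY at EC10 then isoproterenol at EC100; 0% = low agonist plus stimulus and 100% = saturating agonist plus stimulus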
Target sequence (P25929 whole entry, looked up): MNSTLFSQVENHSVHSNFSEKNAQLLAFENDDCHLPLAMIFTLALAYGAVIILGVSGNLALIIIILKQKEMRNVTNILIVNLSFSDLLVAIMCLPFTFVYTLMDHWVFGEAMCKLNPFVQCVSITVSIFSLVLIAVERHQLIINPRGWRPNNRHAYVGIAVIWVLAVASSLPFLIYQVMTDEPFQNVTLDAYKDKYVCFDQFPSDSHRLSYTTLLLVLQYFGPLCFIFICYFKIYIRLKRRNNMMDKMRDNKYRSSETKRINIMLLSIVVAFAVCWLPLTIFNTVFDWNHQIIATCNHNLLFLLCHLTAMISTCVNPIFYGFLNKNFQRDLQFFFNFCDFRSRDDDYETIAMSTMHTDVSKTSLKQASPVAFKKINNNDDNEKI
NPY Y1 blocker – blocks the human neuropeptide Y Y1 receptor | P25929 | HEK293-CNG Y1 cells, membrane potential fluorescence; NPY at EC95, then isoproterenol | inhibition, % at 3.6 µM | 200,000 compounds, 1% hits | AID 1040;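 active means inhibition above the campaign mean inhibition of all tested compounds plus 3 SD, cut at about 20% in these data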;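 further: 0% = DMSO wells given NPY plus isoproterenol and 100% = isoproterenol alone without NPY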
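Material: HEK293 Y1/CNG channel cell line | Also added: NPY (25 nM), isoproterenol (1 µM), Ro 20-1724 (25 µM) | Compound: One concentration, 3.6 µM, in 0.4% DMSO | Schedule: 3 h dye uptake, 1 h room-temperature compound, 45 min post-isoproterenol | Signal: Membrane-potential fluorescent dye readout | Read-out: % inhibition of NPY effect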
S1P4 agonist – human S1P4 receptor agonism; S1P4-expressing cell line, agonist reporter assay; activation, % at 4.98 µM; 220,000 compounds, 0.35% hits; in the data active means activation above about 11%;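 further: 0% = DMSO vehicle and 100% = reference agonist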
NPY2 pot ag – potentiators or agonists of human neuropeptide Y receptor Y2; P49146; cells expressing NPY-Y2, potentiator/agonist read-out; activation, % at 3.6 µM; 220,000 compounds, 0.45% hits; in the data active means activation above about 27%;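 further: cells stimulated with NPY near EC25 plus isoproterenol at EC100; 0% = vehicle plus submaximal agonist and 100% = vehicle plus saturating agonist; some results beyond the cut were filed as inactive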
Starred values were filed as active, the others as inactive; · = no result given. Compounds as they come (roughly 3.6% active in at least one column).

SMILES	Runt-CBFb FRET	Ba/F3 V617F tox	BaF3 parental	RBBP9 inhibitor	S1P4 antagonist	NPY-Y1 PAM-ag	NPY Y1 blocker	S1P4 agonist	NPY2 pot ag
COc1ccc(CCC(=O)Nc2sccc2C#N)cc1	1	-4	1	-11	-13	20	-2	0.9	12
Cc1ccc(-c2cn3cccnc3n2)cc1NC(=O)c1ccc(Br)o1	0	-1	7	-3	-4	-42	5	-3.3	8
CCC(C)C(NC(=O)OC(C)(C)C)C(=O)NC(CC(C)C)C(N)=O (configuration not stated)	-1	-2	2	4	-26	8	-8	-0.7	-13
C=CCOc1ccccc1CNCCc1ccc(S(N)(=O)=O)cc1	-2	1	5	2	-7	-8	3	0.6	-2
CN(C)Cc1ccc(O)c(CCc2ccccc2)n1	2	3	7	6	-2	-21	4	0.2	-1
CC(=O)c1c(C)[nH]c(C(=O)OCC(=O)Nc2ccccc2Cl)c1C	-4	1	4	-3	-3	0	-2	0.2	6
C/C=C/C=[N+](\[O-])C(C)/C(=N/O)c1ccc(F)cc1 (configuration not stated)	0	-1	0	-7	-16	0	-3	0.8	10
COc1ccc(C(=O)N/N=C(\c2ccccc2)c2ccccn2)cc1	-2	74*	68*	-7	-19	8	6	1.2	-2
COc1cccc(C(=O)NNC(=O)Cc2ccc(Cl)cc2)c1	0	0	8	2	-1	-17	0	-1.2	0
Cc1ccccc1C(=O)c1c[nH]c(C(=O)NCCCn2ccnc2)c1	0	-4	-3	6	1	0	-4	-1.0	9
O=c1cc(-c2ccccc2Cl)oc2c(Br)ccc(O)c12	-1	2	5	0	-4	-13	4	1.4	-7
CCOC(=O)c1sc(N/N=C/c2ccccc2)nc1C	33	0	3	-3	-19	-19	1	1.4	4
Cc1cc(NC(=O)c2ccc(NC(=O)CC(C)C)cc2)no1	0	1	3	-6	-6	-7	1	0.7	-15
O=C(C1CC1)N1N=C(c2ccncc2)CC1(O)C(F)(F)F (configuration not stated)	0	0	5	-5	-7	24	4	1.1	1
COCCn1c(N)c(N(Cc2ccccc2)C(=O)c2cc3ccccc3o2)c(=O)[nH]c1=O	-1	-1	-4	-7	-7	7	-4	-0.6	5
O=S(=O)(NCC(c1ccco1)N1CCN(c2ccc(F)cc2)CC1)c1ccc(F)cc1 (configuration not stated)	-4	3	4	-13	-16	-2	2	-0.1	-6
COC(=O)/C(=C1/Oc2cc(C)oc(=O)c2S1)C(F)(F)F	4	1	4	-3	-2	4	4	-0.8	7
COc1cccc(C2N(c3ccc(Cl)c(Cl)c3)C(=O)C3CCCN32)c1OC (configuration not stated)	-1	-1	1	-4	-1	-13	-4	1.7	4
O=C(C1CCN(S(=O)(=O)N2CCOCC2)CC1)N1CCN(c2ccccc2F)CC1	0	2	2	-4	1	-10	1	-1.9	-3
Cc1cc(Nc2cccc(Cl)c2)nc(N2CCOCC2)n1	-3	2	4	-6	-6	-17	-1	-0.2	6
CCOC(=O)CNC(=O)Cc1ccc(Cl)cc1	0	-3	0	-5	-20	28	·	0.4	0
CNC(=O)CSc1nnc(-c2cnccn2)n1C	2	-3	2	-13	-25	21	6	2.6	3
COc1ccc(NC(=O)C(c2ccccc2)c2ccccc2)cn1	-3	7	10	-1	1	-2	2	-1.4	-14
CCc1c(O)nc(SC2CC(=O)N(c3ccccc3)C2=O)[nH]c1=O (configuration not stated)	1	3	2	1	-19	5	4	1.2	-10
NC(=O)NCc1cccnc1	1	-4	-3	8	-17	-6	0	-2.3	-21
More compounds follow.
SMILES	Runt-CBFb FRET	Ba/F3 V617F tox	BaF3 parental	RBBP9 inhibitor	S1P4 antagonist	NPY-Y1 PAM-ag	NPY Y1 blocker	S1P4 agonist	NPY2 pot ag
CCOc1ccc(NC(=O)CN2CCN(CC(=O)Nc3ccc(F)cc3)CC2)cc1	-3	-2	1	-5	-3	2	0	-3.1	6
COC(=O)c1cn(NC(=O)COc2ccc(Cl)cc2)c(=O)c2ccccc12	1	2	0	-6	6	-22	6	0.7	-15
CC(C)(C)NC(=O)Cc1ccc(S(=O)(=O)N2CCCC2)s1	2	-1	5	7	-13	9	0	-0.1	-6
CCc1cccc(Nc2cnn(C34C[C@@H]5C[C@@H](CC(CC(=O)O)(C5)C3)C4)c(=O)c2Cl)c1	0	1	3	-3	8	9	-3	0.5	10
COc1ccc(S(=O)(=O)N2CCC(C(=O)Nc3cccc(Cl)c3)CC2)cc1OC	-1	2	1	-10	-7	27	-5	-1.8	0
O=S(=O)(Nc1nccs1)c1ccc(NS(=O)(=O)c2cccs2)cc1	1	-5	1	-4	-9	9	0	-2.4	14
Cc1ccc(S(=O)(=O)n2cc(C=O)c3ccccc32)cc1	-2	-1	0	-7	-8	26	·	1.6	17
Cc1ccnc(NC(=O)C2CCN(S(=O)(=O)c3cccc4nsnc34)CC2)c1	-1	-1	2	2	-18	4	-4	2.2	14
CCC(=O)Nc1ccc(N2CCCCC2)c(C(=O)Nc2ccccc2C)c1	-1	-1	5	-5	-3	-1	4	1.5	5
OC(c1cc(C(F)(F)F)nc2c(Cl)cc(Cl)cc12)C1CCCCN1 (configuration not stated)	0	3	0	-3	0	66*	·	-0.9	62*
Cn1c(=O)c2c(-c3ccccc3)n(N3CCOCC3)cc2n(C)c1=O	0	4	7	-6	-28	-14	1	1.5	-1
COc1ccc(-c2nc(O)c3cnccn23)cc1	-1	2	4	-9	3	-1	4	-0.5	7
Cc1ccccc1C(=O)OC1OC(=O)C(Cl)=C1Nc1ccccc1 (configuration not stated)	1	-4	0	-10	3	6	1	-0.8	3
O=[N+]([O-])c1ccccc1S(=O)(=O)N1CCN(Cc2ccsc2)CC1	1	1	1	0	-12	1	1	-0.8	-4
Cc1c(Cl)cnc(NC(=O)COC(=O)CCS(=O)(=O)c2ccccc2)c1Cl	-1	2	4	-3	11	13	7	0.4	9
Cc1ccc(Cn2ccc(NC(=O)c3c(-c4ccccc4Cl)noc3C)n2)cc1	2	3	9	0	10	8	-2	0.7	-8
COc1ccc2nc(-c3ccc(Cl)cc3)cc(C(=O)O)c2c1	-1	1	-1	-7	-10	-3	·	1.7	4
Cc1ccccc1N=C/C=C1/C=C(c2ccccc2)OC(C)(C)O1	3	9	7	-6	-6	-13	-2	-2.9	-5
CC(C(=O)NCCN1CCOCC1)(c1ccccc1)c1ccccc1	1	1	4	-7	6	11	1	1.8	-1
C=CC(=O)NN(C)c1ncc(C(F)(F)F)cc1Cl	2	6	14	5	-10	13	6	0.3	11
CC(C)C[C@@H]1NC(=O)[C@H](Cc2ccc(O)cc2)NC(=O)[C@H](CCC(N)=O)NC(=O)c2cc([N+](=O)[O-])cc(I)c2NCC[C@@H](C(N)=O)NC1=O	0	0	3	9	-4	16	1	0.9	-10
Clc1ccc2c(N/N=C/c3ccccc3Br)ccnc2c1	-3	4	6	-8	-3	-10	4	0.1	7
O=C1C2(c3ccccc3)CN(CCCO)CC1(c1ccccc1)CN(CCCO)C2	-3	-1	0	-6	-12	0	-1	2.5	14
CS(=O)(=O)Nc1ccc(-c2n[nH]c(=S)n2-c2ccccc2)cc1	9	-3	-4	-8	-2	3	2	3.1	17
Cc1cc(C)c2[nH]c(=O)c(CN(Cc3ccccc3)C(=S)NCCCN(C)C)cc2c1	0	2	4	-3	-6	-42	25*	-0.5	-38
(continued)
SMILES	Runt-CBFb FRET	Ba/F3 V617F tox	BaF3 parental	RBBP9 inhibitor	S1P4 antagonist	NPY-Y1 PAM-ag	NPY Y1 blocker	S1P4 agonist	NPY2 pot ag
N#CC(c1ccc(O)cc1)N1CCCCC1 (configuration not stated)	2	-4	0	0	1	0	0	6.8	2
COc1ccc(CCNC(=O)CN2C(=O)NC(C)(c3ccc([N+](=O)[O-])cc3)C2=O)cc1 (configuration not stated)	0	-2	4	-10	-3	10	3	3.3	-1
Cc1cc(C)nc(NC(=O)c2c(C(=O)O)noc2C)n1	1	0	7	0	-10	10	3	-0.1	10
O=C(O)Cn1c2ccccc2c2ccccc21	1	-1	5	-6	-10	-12	8	2.5	-12
Cn1c(SCC(=O)NC2CC2)nnc1C(F)(F)F	1	-3	1	-4	-29	20	2	0.1	4
CN(C)S(=O)(=O)c1ccc(Cl)c(NC(=O)COC(=O)[C@@H]2CCCN2C(=O)c2cccs2)c1	0	0	3	-9	-17	4	6	1.9	-1
COC(CNC(=O)c1ccc2nc(-c3cccs3)c(-c3cccs3)nc2c1)OC	21	-1	3	-5	-9	17	1	1.5	4
COc1ccc(/C=N/N2CCOCC2)cc1O	0	0	2	-3	-1	6	0	0.2	8
CCOC(=O)c1cc(CC)sc1NC(=O)c1ccc(N2CCOCC2)c([N+](=O)[O-])c1	-7	-4	-1	0	-6	-11	6	-0.5	6
O=C(Cn1cc([N+](=O)[O-])cn1)N1CCc2ccccc2C1	-1	-1	0	1	-13	16	2	-0.6	6
Cc1ccsc1CN1CCC(C(=O)NCc2ccccc2Cl)CC1	-2	-4	0	-3	-5	-16	3	1.5	14
CC(C)Oc1ccc(CCC(=O)NNC(=O)CCC(=O)O)cc1	1	1	2	1	7	10	·	0.1	-6
COc1ccc(/C=N/NC(=O)c2ccncc2)cc1CSc1nc2ccccc2s1	-3	-1	1	-41	-5	-1	-4	0.0	-8
Cc1cc(-c2nn(-c3ccccc3F)cc2CN2CCCC(O)C2)c(C)s1 (configuration not stated)	-2	0	3	-2	-12	4	4	0.9	-15
COc1ccc(CCNC(=O)CN(c2ccccc2OC)S(C)(=O)=O)cc1OC	-1	1	3	-4	-9	-4	1	0.7	-12
Cc1c(C(=O)N2CCN(c3ccccn3)CC2)oc2ccccc12	0	1	3	6	-17	-10	-4	1.6	7
O=C(CN1C(=O)C2C3CC(C(Br)C3Br)C2C1=O)N1CCN(Cc2ccccc2)CC1 (configuration not stated)	-2	2	0	-1	-15	5	·	-1.1	7
COc1ccc(C2C(C(N)=O)=C(C)Nc3nc(-c4ccccc4)nn32)cc1OC (configuration not stated)	3	-1	3	-8	-6	9	6	-0.2	-12
NC(=O)CSc1nccn1Cc1ccccc1	-2	-4	-2	-6	1	8	0	-0.4	9
CC(C)COP(=O)(c1ccc(N(C)C)cc1)C(O)c1ccccc1F (configuration not stated)	-5	0	2	-10	-24	-22	-6	1.1	4

Laid out differently: three of the compounds above
molecule | Runt-CBFb FRET | Ba/F3 V617F tox | BaF3 parental | RBBP9 inhibitor | S1P4 antagonist | NPY-Y1 PAM-ag | NPY Y1 blocker | S1P4 agonist | NPY2 pot ag
Cc1cc(-c2nn(-c3ccccc3F)cc2CN2CCCC(O)C2)c(C)s1 (configuration not stated) | -2 | 0 | 3 | -2 | -12 | 4 | 4 | 0.9 | -15
CC(C)COP(=O)(c1ccc(N(C)C)cc1)C(O)c1ccccc1F (configuration not stated) | -5 | 0 | 2 | -10 | -24 | -22 | -6 | 1.1 | 4
Cn1c(SCC(=O)NC2CC2)nnc1C(F)(F)F | 1 | -3 | 1 | -4 | -29 | 20 | 2 | 0.1 | 4

Screening data: PubChem BioAssay, several laboratories
